Screening data as filed in PubChem.
PglD inh: blocks C. jejuni PglD acetyltransferase activity | actives 0.098% (n = 360,000) | purified PglD enzyme, DTNB colorimetric CoA detection | AID 602405 | inhibition, % at 12.5 µM; in the data active = inhibition above about 16%, passing the limit was not always enough; note: strong numbers were not always called active
F508del corr: correctors of CFTR F508del function in bronchial epithelial cells | AID 720511 | activity (quench increase), % at 7.58 µM | actives 0.36% (n = 350,000) | CFBE cells, YFP halide quenching; stimulated with forskolin plus potentiator P3; % fluorescence drop versus neutral controls;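 active = mean added fluorescence quench of at least 8% versus neutral control, with both replicates also reaching 8%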;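 note: cells transiently co-express mutant CFTR-F508del with the halide-sensitive YFP; corrector assay measuring rescue of mutant channel to the surface after 24 h compound exposure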
FN deposit inh: fibronectin deposition inhibition; inhibition, % at 12.6 µM; AH1F fibroblasts, Alexa488-fibronectin deposition fluorescence, overnight; actives 0.086% (n = 350,000);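 active = mean inhibition across replicates of 30% or more, regardless of how many single replicates reach that level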;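 note: positive control wells lacked labelled fibronectin entirely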
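Test system: AH1F fibroblast monolayer depositing Alexa488-labelled fibronectin into matrix. Input: 10000 cells per well. Technique: fluorescence, ex 485 nm, em 525 nm. Buffer or medium: DMEM plus 2% serum, read in PBS. Timing: 1 h cell adhesion before compound, then overnight fibronectin incubation. Compound: single dose, pinned. Read-out basis: inhibition from reduced deposited-fibronectin fluorescence.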
miR-122 sensor: inhibitors of miR-122 in Huh7 cells; activation (reporter increase), % at 12.5 µM; actives 0.3% (n = 340,000); Huh7 miR-122 Renilla luciferase sensor, 48 h; neutral wells = 0, positive control = 100;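 active = mean replicate activation score at least 90 and every replicate individually at or above 90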;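 note: higher luciferase means less miR-122 activity so hits act as miR-122 inhibitors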
PGC1a acetyl inh: modulators of PGC1a acetylation; U2OS PGC1a acetylation, AlphaScreen anti-acetyl-lysine; with virally co-expressed GCN5 acetyltransferase; inhibition, % at 15.6 µM; actives 0.17% (n = 350,000); AID 651687;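 active = every replicate shows inhibition of at least 40%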;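 note: 0% = neutral control wells and 100% = positive control wells; some results beyond the cut were filed as inactive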
Cneo AK release: Cryptococcus neoformans lysis via adenylate kinase release; C. neoformans lysis, adenylate kinase release luminescence, 4 h; normalised: neutral wells 0, clomiphene wells 100; lysis activity, % at 15 µM; actives 0.2% (n = 360,000); AID 651654;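 active = mean lysis activity across replicates of at least 80%, whatever share of replicates individually reach that level; inactive = mean lysis activity below 80%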
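Assay system: log-phase C. neoformans yeast / Quantity: yeast cell density of 5 × 10^6 cells/mL / Medium: fresh YPD growth medium / Compound: single dose / Timing: static 4 h at 37 °C with compound, 1 h detection / Measured by: adenylate kinase release luminescence / Read-out: lysis from increased AK signal / Benchmarks: Clomiphene as positive lysis control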
Statin myotox sup: protects C2C12 myotubes from simvastatin toxicity. ATP luminescence, 48 h; scaled: DMSO 0, geranylgeraniol control 100. rescue of ATP level, % at 7.49 µM. actives 0.78% (n = 330,000). AID 602340;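 active = mean ATP rescue above about 67%, or every replicate alone reaching that limit, limit read from the data, passing the limit was not always enough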;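 note: myotubes were challenged with 10 µM simvastatin during compound exposure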
GSIS activator: GLuc luminescence reporter in INS-1E cells, primary screen for activators of glucose-dependent secretion of insulin. INS-1E GLuc reporter insulin secretion, 2-3 h. activation, % at 16.6 µM. actives 0.61% (n = 370,000);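 active = lowest replicate activation of at least 40%, so every replicate reaches that level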;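 note: 0% = median of neutral control wells and 100% = median of IBMX positive control wells; some compounds called inactive have numbers as strong as hits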
* hit, by the source's call; . = not tested or not shown; & = joins results of further samples; [ ] = remark or other dose. Not a hit list; 2.1% or so of the library scored in one or more.

SMILES	PglD inh	F508del corr	FN deposit inh	miR-122 sensor	PGC1a acetyl inh	Cneo AK release	Statin myotox sup	GSIS activator
Cc1cc(C)n(-c2ccc(C(=O)Nc3ccc(N4CCOCC4)cc3)cc2)n1	1	.	.	5	-1	1	2	7
O=C(C[C@@H]1CC[C@H]2[C@@H](COC[C@H](O)CN2C(=O)c2ccccc2F)O1)NCc1ccc(-c2ccccc2)cc1	-2	-5.3	-3	-5[16.7 µM]	-5	-1	23	-12
CN(CC(=O)Nc1ccccc1C(F)(F)F)C(=O)CCc1nc2sc3c(c2c(=O)[nH]1)CCCC3	-1	1.3	-6	2	4	-2	-6	6
CN(CC1COc2ccccc2O1)C(=O)CCNS(=O)(=O)c1ccc(F)c(Cl)c1 (stereo not drawn)	5	-1.2	10	23	-6	-1	8	-41
C[C@@H]1CN([C@@H](C)CO)S(=O)(=O)c2ccc(C3=CCCCC3)cc2O[C@@H]1CN(C)C(=O)C1CC1	7	-3.7	.	-7[16.7 µM]	-10	1	5	-10
CCn1c(Sc2ccc(N)cc2Cl)nc2ccccc21	0	.	-8	5	5	5	9	16
CCOC(=O)c1ccc(NC2OC(=O)c3ccccc32)cc1 (stereo not drawn)	5	.	.	-17	5	-1	5	.
O=C(NCCCN1CCCCC1)C1CCN(c2ncnc3c2nc2n3CCCCC2)CC1	-4	1.6	-3	-2	-2	2	-3	.
CCN(CC)S(=O)(=O)c1ccc2c(c1)nc(CCC(=O)O)n2C	0	-1.2	3	-1	4	0	-2	-10
COc1ccc(/C=N/N=C2/NC(=O)C(CC(=O)NC(C)C)S2)cc1 (stereo not drawn)	.	-1.3	0	.	-2	.	.	7
CCOc1ccc(C2=[N+]([O-])C(C)(C)N(O)C2(C)C)cc1	8	.	-8	2	5	-1	1	.
CCNc1nc(NC(C)C)nc(N(C)C#N)n1	-1	2.9	12	14	8	2	.	58*
COc1ccc(C#Cc2ccc3c(c2)[C@]2(C(=O)N3)[C@H](c3ccc(OCCO)cc3)N3[C@H](c4ccccc4)[C@H](c4ccccc4)OC(=O)[C@H]3[C@@H]2C(N)=O)cc1	-1	1.3	.	.	-30	57	.	.
O=C(O)c1cc(N=Cc2c(O)c3ccccc3oc2=O)ccc1O	-17	-0.1	2	-2	5	0	-11	2
N#Cc1ccc(N2CCCNCC2)nc1	5	.	0	-10	4	1	-12	20
CC(Oc1ccc(C(C)(C)C)cc1)C(=O)NC1CC(C)(C)NC(C)(C)C1 (stereo not drawn)	5	-1.3	2	2	2	3	.	-8
NC(=O)c1ccc(NC(=O)Cn2c(=O)n(-c3ccccc3)c(=O)c3oc4ccccc4c32)cc1	.	1.7	-1	.	-7	.	.	5
N#C[C@H]1[C@@H](c2ccccc2C2=CCCC2)[C@H](CO)N1C(=O)c1cccc(F)c1	.	0.2	3	.	4	.	.	-14
Cc1[nH]c2ccccc2c1/C=N/NC(=O)c1cccc(S(=O)(=O)Nc2ccccc2Cl)c1	3	.	-5	14	4	8	.	4
Cc1ccc(NC(=O)CCC(=O)n2nc(C)cc2C)c(C)c1	-3	5.6	.	-3	5	3	11	19
C[C@@H]1CCCCO[C@@H](CN(C)Cc2ccncc2)[C@H](C)CN([C@@H](C)CO)C(=O)c2cc(N(C)C)ccc2O1	0	-0.2	.	9[16.7 µM]	-14	0	41	11
CC(C)C(C(=O)NCC1CCCO1)N(CC1CCCO1)C(=O)CNS(=O)(=O)c1ccccc1 (stereo not drawn)	-4	0.4	13	-4	5	1	19	18
O=c1[nH]c2ccccc2n1CCCSCCCn1c(=O)[nH]c2ccccc21	4	.	23	-5	.	0	-2	.
CC[C@@]12C(=O)N(c3ccccc3)C(=O)N1[C@H](c1ccc(OC)cc1)[C@@H]1C(=O)N(C(C)(C)C)C(=O)[C@@H]12	0	-0.5	2	-3	10	1	-5	.
O=C(O)Cn1cc(C(=S)N2CCOCC2)c2ccccc21	-1	.	.	0	-5	0	6	-9

Later entries:
SMILES	PglD inh	F508del corr	FN deposit inh	miR-122 sensor	PGC1a acetyl inh	Cneo AK release	Statin myotox sup	GSIS activator
C[C@@H]1CN([C@H](C)CO)C(=O)c2cccc(NC(=O)CCCCCC(=O)Nc3ccccc3N)c2O[C@@H]1CN(C)C(=O)Nc1ccc2c(c1)OCO2	.	-0.4	-11	.	1	.	.	14
COCC(=O)N(C)C[C@@H]1Oc2cc(-c3ccc(C#N)cc3)ccc2S(=O)(=O)N([C@@H](C)CO)C[C@H]1C	-3	-3.3	-10	2[16.7 µM]	-5	-5	-8	18
O=c1c2ccccc2ncn1CCCSc1ccccc1	0	.	6	2	-10	1	3	.
COc1ccccc1N1CC(C(=O)Nc2nc(C)cs2)CC1=O (stereo not drawn)	-1	2.4	6	-2	-3	0	8	4
COc1ccc(NC(=O)N(C)C[C@@H]2Oc3c(NS(=O)(=O)c4cn(C)cn4)cccc3C(=O)N([C@@H](C)CO)C[C@H]2C)cc1	1	-1.4	.	-2[16.7 µM]	1	1	.	0
Cc1ccc(SCC(=O)NC(=O)NC2CCCC2)c(C)c1	5	0.7	0	.	.	-1	0	-7
CN(C)c1ccc(/C=C/C#N)cc1	-8	-1.1	1	-5	.	0	-7	-22
O=C(Nc1cc(C(F)(F)F)ccc1N1CCOCC1)c1ccc[n+]([O-])c1	-6	.	.	0	53	-2	-8	.
Cc1noc(C)c1NC(=O)N(C)C[C@@H]1OCCCC[C@H](C)Oc2ccc(NS(=O)(=O)c3cn(C)cn3)cc2C(=O)N([C@@H](C)CO)C[C@@H]1C	-5	-2.2	.	-5[16.7 µM]	5	-4	-2	2
COCCN(C[C@@H]1[C@@H](c2ccccc2)[C@@H](CO)N1C(C)=O)C(=O)c1ccncc1	2	-0.6	-13	-6[16.7 µM]	6	0	3	5
Cn1c(=O)c2cc(S(=O)(=O)NCCC(=O)N3CC=C(c4ccccc4)CC3)ccc2n(C)c1=O	1	.	.	-1	10	1	-3	-11
Cc1cc(C)c(NS(=O)(=O)c2ccc3c(c2)oc(=O)n3C)c(C)c1	-2	-2.2	2	-5	-8	3	0	-13
COCC#Cc1ccc([C@@H]2[C@@H](CO)N3C(=O)CN(C(=O)C4CCC4)C[C@@H]23)cc1	.	-1.0	-5	.	2	.	.	13
Cc1noc(C)c1NC(=O)Nc1ccc2c(c1)C(=O)N([C@@H](C)CO)C[C@@H](C)[C@@H](CN(C)C(=O)Nc1ccccc1)OCCCC[C@@H](C)O2	0	-0.5	8	9[16.7 µM]	-3	-4	55	-6
CCOC(=O)C1CCN(C(=O)/C=C/c2ccc(S(=O)(=O)N3CCOCC3)cc2)CC1	-1	-3.2	-8	-7	-7	-2	15	-19
COC(=O)c1cccnc1-n1c(=O)c2cccnc2n(Cc2ccc(Cl)cc2)c1=O	-3	.	.	6	2	-2	13	.
COc1ccc(C(=O)Nc2ccc3c(c2)C(=O)NC3=O)cc1	.	2.0	-8	-4	-7	-3	-7	4
C[C@H](CO)N1C[C@H](C)[C@H](CN(C)Cc2ccc(C(F)(F)F)cc2)OCCCC[C@H](C)Oc2ccc(NC(=O)NC3CCCCC3)cc2C1=O	1	-1.4	.	-10[16.7 µM]	20	1	.	-21
Cc1cccc2c(=O)c(C(=O)NCCCN3CCOCC3)c[nH]c12	-1	.	.	-1	-25	-2	-20	2
COc1ccc(NC(=O)COc2ccccc2F)cc1S(=O)(=O)N1CCCCC1	4	2.7	.	.	.	-2	-4	-9
C[C@H]1CN([C@@H](C)CO)C(=O)c2cc(C#CCC3CCCC3)cnc2O[C@@H]1CN(C)Cc1ccccn1	11	2.5	0	10[16.7 µM]	-18	8	18	39
COc1ccc(-n2cc(CN(C)C(C)c3ccncn3)c(-c3cccc(F)c3)n2)cc1 (stereo not drawn)	1	2.5	6	-1	-10	1	-13	-19
C[C@H](CO)N1C[C@H](C)[C@@H](CN(C)Cc2ccc(Oc3ccccc3)cc2)Oc2ccc(NC(=O)CCCN(C)C)cc2CC1=O	0	1.9	.	-7[16.7 µM]	-2	5	0	19
COCCn1c(=S)[nH]c2cc(C(=O)NC3CCCCCC3)ccc2c1=O	5	-0.6	-6	-4	0	3	-9	.
CCCNC(=O)C1CC(=O)N(c2ccc(OCc3ccc(F)cc3)cc2)C1 (stereo not drawn)	6	-1.3	4	2	-2	-4	-3	-3

Continuation.
SMILES	PglD inh	F508del corr	FN deposit inh	miR-122 sensor	PGC1a acetyl inh	Cneo AK release	Statin myotox sup	GSIS activator
C[C@@H]1CN([C@@H](C)CO)C(=O)Cc2cc(NC(=O)NC3CCCCC3)ccc2O[C@@H]1CN(C)CC1CCCCC1	-1	0.6	.	3[16.7 µM]	-12	8	-18	-1
CCN1C(=Nc2ccc(Cl)cc2)SC/C1=C\C(=O)OC	-4	-2.2	.	-7	.	-6	0	-1
O=C(NCCCN1CCOCC1)c1cccc(S(=O)(=O)NCc2ccccc2)c1	-4	0.8	-9	13	-2	3	2	-5
COc1ccc(-c2c(-c3ccsc3)oc3ccc(N4CCOCC4)cc23)cc1	0	-0.3	-2	.	.	-2	-3	-7
CCCCC(=O)Nc1ccc2c(c1)nc(CCN1CCOCC1)n2C	-4	.	6	-11	6	-1	6	13
CCc1nn(CC(=O)N2CCN(CC)CC2)c(=O)c2cccn12	-4	-5.8	-12	-6	-1	0	-4	6
O=C(Cn1cc2c(n1)CCCC2)NCCCN1CCN(Cc2ccccc2)CC1	5	-1.1	-25	-4	1	3	-2	0
O=c1c2ccccc2c(-c2ccccc2)nn1Cc1c(Cl)cccc1Cl	0	.	2	1	-23	3	28	20
CSc1ncc(C(=O)NCCCc2ccccc2)c(C)n1	-5	-2.5	.	.	-8	4	1	4
Cc1cccc(C)c1OCC(O)CNS(=O)(=O)c1ccccc1C(=O)N1CCOCC1 (stereo not drawn)	4	.	.	5	6	2	1	-4
COc1ccccc1C(=O)OCC(=O)NC12CC3CC(CC(C3)C1)C2	2	-5.0	-3	-4	-4	3	4	-12
Cc1cc(=O)oc2c(C(=O)c3ccccc3)c(OCC(N)=O)ccc12	-4	.	4	3	-20	0	.	-10
COc1ccc(C(=O)Nc2ccccc2C(=O)N2CCCCCC2)cc1	-1	2.9	-4	-4	-4	-1	8	1
CCC(=O)N1C[C@H](C)[C@H](OC)CN(C)C(=O)c2cc(NC(=O)Nc3ccccc3)ccc2OC[C@H]1C	-3	3.0	11	-7[16.7 µM]	-3	0	-4	-4
O=CN1CCN(C(=O)c2ccc(-c3nc4ccccc4s3)s2)CC1	.	-1.0	-12	.	8	.	.	4
O=C(OCC(O)C(O)C(O)C(SCc1ccccc1)SCc1ccccc1)c1ccccc1 (stereo not drawn)	1	-0.3	11	-2	.	-1	-3	-2
C#CCNC(=O)C1=C[C@H](c2csc3ccccc23)C[C@H](OCCCCO)O1	0&-1	1.5&-0.6	8	9	-6&8	4&0	.	7

Four entries already listed, arranged by their value in miR-122 sensor, high to low:
mol	PglD inh	F508del corr	miR-122 sensor	PGC1a acetyl inh	GSIS activator
Cc1[nH]c2ccccc2c1/C=N/NC(=O)c1cccc(S(=O)(=O)Nc2ccccc2Cl)c1	3	.	14	4	4
CN(CC(=O)Nc1ccccc1C(F)(F)F)C(=O)CCc1nc2sc3c(c2c(=O)[nH]1)CCCC3	-1	1.3	2	4	6
Cn1c(=O)c2cc(S(=O)(=O)NCCC(=O)N3CC=C(c4ccccc4)CC3)ccc2n(C)c1=O	1	.	-1	10	-11
COc1ccc(C(=O)Nc2ccc3c(c2)C(=O)NC3=O)cc1	.	2.0	-4	-7	4
